SENP7 inh = SENP7 protease inhibitors, primary screen, biochemical, luminescence, uHTS | Sentrin-specific protease 7 (Homo sapiens), Q9BQF6 | AID 434973, 2010 | recombinant SENP7, Z-RLRGG-aminoluciferin luminescence, 40 min | inhibition, % at 5 µM | actives 1.5% (n = 330,000);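 active = inhibition above about 50% at the single test dose, limit read from the data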;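 note: plate controls were DMSO with enzyme for no effect and no enzyme buffer wells for full effect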
Target sequence (Q9BQF6 706-1050 limits assumed): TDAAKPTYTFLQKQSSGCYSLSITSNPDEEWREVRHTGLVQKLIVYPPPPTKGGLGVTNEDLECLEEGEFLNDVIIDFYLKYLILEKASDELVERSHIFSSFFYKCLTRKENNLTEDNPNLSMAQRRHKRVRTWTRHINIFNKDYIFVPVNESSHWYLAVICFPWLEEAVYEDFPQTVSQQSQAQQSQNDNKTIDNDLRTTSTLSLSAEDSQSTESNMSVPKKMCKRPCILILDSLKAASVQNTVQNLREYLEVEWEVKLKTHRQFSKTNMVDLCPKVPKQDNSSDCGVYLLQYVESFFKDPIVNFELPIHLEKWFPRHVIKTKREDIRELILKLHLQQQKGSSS
MPTP block = mitochondrial permeability transition pore inhibitors, primary screen, biochemical, isolated mouse mitochondria, absorbance | Ca2+ swelling absorbance, 30 min | inhibition, % at 10 µM | actives 1.4% (n = 360,000) | AID 602449, 2012;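 active = inhibition of 50% or more, scaled per plate between neutral and stimulator controls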;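 note: 0% = DMSO wells given calcium and 100% = 1 mM EGTA wells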
ATG4B inhibitor = ATG4B protease inhibitors, primary screen, biochemical, fluorescence, uHTS. actives 0.51% (n = 340,000). inhibition, % at 8.33 µM. ATG4B cleavage of LC3-PLA2, NBD-HPC fluorescence, 1 h. Cysteine protease ATG4B (Homo sapiens), Q9Y4P1; in the data active = inhibition above about 40%
Target sequence (Q9Y4P1 whole entry, looked up): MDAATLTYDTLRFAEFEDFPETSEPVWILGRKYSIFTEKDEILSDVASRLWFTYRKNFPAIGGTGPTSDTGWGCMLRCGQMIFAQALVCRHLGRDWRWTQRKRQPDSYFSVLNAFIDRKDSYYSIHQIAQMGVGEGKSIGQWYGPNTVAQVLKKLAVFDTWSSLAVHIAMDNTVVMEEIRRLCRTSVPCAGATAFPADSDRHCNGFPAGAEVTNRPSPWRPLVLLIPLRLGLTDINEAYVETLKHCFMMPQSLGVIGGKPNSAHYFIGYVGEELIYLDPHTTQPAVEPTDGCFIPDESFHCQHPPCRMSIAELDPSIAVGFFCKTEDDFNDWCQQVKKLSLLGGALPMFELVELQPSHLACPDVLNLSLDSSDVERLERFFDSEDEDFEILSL
PfG6PD inh = PfG6PD enzyme inhibitors, primary screen, biochemical, fluorescence intensity, uHTS; actives 0.78% (n = 350,000); AID 504690, 2011; inhibition, % at 20 µM; glucose-6-phosphate dehydrogenase-6-phosphogluconolactonase (Plasmodium falciparum 3D7); PfGluPho enzyme, NADPH resazurin-diaphorase fluorescence;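 active = inhibition reaching at least a set limit at 20 µM in the primary screen, cut at about 59% in these data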;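 note: 0% = DMSO wells with substrate and 100% = DMSO wells lacking glucose-6-phosphate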
GRIN3A LBD mod = binders of NR3A ligand-binding domain, primary screen, biophysical, differential scanning fluorimetry, uHTS; Glutamate receptor ionotropic, NMDA 3A (GRIN3A) ligand-binding domain; NR3A LBD differential scanning fluorimetry, Tm shift; 0% = protein alone, 100% = glycine-bound protein; Tm shift relative to glycine control, % at 25 µM; actives 2.5% (n = 340,000);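 active = melting temperature shift of at least 10% of the positive control shift, at one fixed dose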
SENP8 block = human SENP8 protease inhibitors, primary screen, biochemical, fluorescence, Nedd8 protein substrate, uHTS; Sentrin-specific protease 8 (Homo sapiens), Q96LD8; recombinant SENP8; inhibition, % at 20 µM; actives 0.64% (n = 360,000); AID 602440, 2012; in the data active = inhibition mostly above about 40%, no sharp cut-off; inactive = mostly below about 27%
Target sequence (Q96LD8 whole entry, looked up): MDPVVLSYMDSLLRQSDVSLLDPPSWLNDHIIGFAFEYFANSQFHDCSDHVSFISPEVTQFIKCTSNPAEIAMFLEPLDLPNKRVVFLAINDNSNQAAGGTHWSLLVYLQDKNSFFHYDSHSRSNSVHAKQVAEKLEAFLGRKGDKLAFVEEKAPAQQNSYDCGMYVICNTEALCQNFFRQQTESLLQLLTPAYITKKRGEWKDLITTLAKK
HKDC1 inh = HKDC1 hexokinase inhibitors, primary screen, biochemical, fluorescence, uHTS; Q2TB90; recombinant HKDC1, G6PDH/diaphorase resazurin coupled fluorescence; inhibition, % at 20 µM; actives 0.16% (n = 340,000); AID 493160, 2011;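 active = inhibition above about 35% when tested at 20 µM, limit read from the data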;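 note: plate controls were DMSO wells with enzyme for no effect and DMSO wells lacking enzyme for full effect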
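System: Recombinant HKDC1 hexokinase | Amount: HKDC1 at 5 µg/mL | Reagent: Glucose with 1 mM ATP | Doses: Single 20 µM dose | Incubation: Reaction time 90 min, room temperature, protected from light | Signal: Coupled resazurin fluorescence, excitation 525 nm, emission 613 nm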
SENP6 block = SENP6 protease inhibitors, primary screen, biochemical, luminescence, uHTS; Sentrin-specific protease 6 (Homo sapiens), Q9GZR1; actives 1.8% (n = 330,000); Recombinant SENP6 catalytic domain, aminoluciferin luminescence; inhibition, % at 10 µM;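 active = inhibition above about 50% at the single tested dose, limit read from the data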;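 note: plate controls were DMSO wells with enzyme for no effect and DMSO wells lacking enzyme for full effect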
* hit, by the source's call; . = no result given.

nr	Structure	ATG4B inhibitor	HKDC1 inh	GRIN3A LBD mod	MPTP block	SENP8 block	PfG6PD inh	SENP7 inh	SENP6 block
1	CCO/N=C/C1=C(O)C(C(=O)OC)C(C)(C)CC1=O (stereo unspecified)	-4	-6	2	1.1	7	-6	-4	9
2	COc1ccc(-c2sc(NC(C)=O)nc2-c2ccccc2)cc1	4	12	-25	19	-37	-10	0	-7
3	CCN(CCn1cccn1)C(=O)c1cc(COc2ccccc2SC)on1	4	0	5	1.5	-6	2	-7	21
4	COc1ccc(C(=O)NNC(=S)NC(=O)c2ccccc2[N+](=O)[O-])cc1	3	9	-3	-1.6	25	-27	6	-13
5	O=C(NNC(=S)Nc1ccc(Cl)cc1Cl)C1CC1	-10	-11	0	0.1	12	16	0	-7
6	COc1cc(OC)c(OC)cc1CN1CCN(c2ccccc2OC)CC1	-6	-5	0	-1.6	23	-7	0	4
7	CCCn1c(=O)c(C(=O)Nc2ccccc2C(=O)OCC)c(O)c2ccccc21	0	-12	-7	0.4	-60	3	-9	-9
8	O=C(CSc1nnc(Cc2ccsc2)o1)c1ccccc1	1	2	0	2.0	11	-2	11	5
9	COc1cc(C(=O)NCCN2C(=O)S/C(=C\c3cccs3)C2=O)cc(OC)c1OC	-10	0	-2	-1.1	6	5	64*	12
10	Cc1cccnc1NC(=O)COc1ccc2c(c1)CCC2	5	-2	0	0.1	8	0	-4	-16
11	O=C(O)c1cc(N/C(=N\S(=O)(=O)c2ccc(F)cc2)c2ccccc2)ccc1O	0	6	5	0.2	1	-19	5	-2
12	CCC/C=N/NC(=O)c1cc(Br)ccc1O	-13	-13	-1	-0.3	-281	13	-3	-11
13	N#Cc1c(-c2ccccc2)cc(-c2ccc(O)cc2)nc1N	-12	-8	15*	1.2	-293	1	-13	-3
14	O=C(NS(=O)(=O)c1ccccc1)c1ccccc1O	9	5	2	3.0	-63	-24	10	-10
15	CC(C)NC(=O)N(Cc1ccccc1)Cc1cccs1	13	-3	1	1.1	14	-5	8	4
16	COc1ccc(CSCC(=O)N/N=C/c2ccc(OCC(=O)N3CCCCC3)cc2)cc1	-22	8	-1	0.8	8	2	-9	-15
17	O=[N+]([O-])c1ccc(Cl)c(/C=N/N2CCN(Cc3ccccc3Cl)CC2)c1	1	0	7	2.7	33	9	8	-10
18	CN1/C(=C\C(=O)Nc2cccnc2)c2ccccc2CC1(C)C	12	-7	1	-0.5	0	-11	-1	-18
19	O=C(CN(Cc1ccccc1)C(=O)c1csnn1)NCc1ccccc1	3	-12	1	-0.1	7	2	-1	-15
20	COc1ccc(/C=C/C(=O)Oc2ccc(/C=N/NC(=O)c3ccccc3)cc2)cc1OC	-13	-6	1	-0.1	-124	-8	0	20

The list goes on; it opens with the 5 that closed the last part.
nr	Structure	ATG4B inhibitor	HKDC1 inh	GRIN3A LBD mod	MPTP block	SENP8 block	PfG6PD inh	SENP7 inh	SENP6 block
16	COc1ccc(CSCC(=O)N/N=C/c2ccc(OCC(=O)N3CCCCC3)cc2)cc1	-22	8	-1	0.8	8	2	-9	-15
17	O=[N+]([O-])c1ccc(Cl)c(/C=N/N2CCN(Cc3ccccc3Cl)CC2)c1	1	0	7	2.7	33	9	8	-10
18	CN1/C(=C\C(=O)Nc2cccnc2)c2ccccc2CC1(C)C	12	-7	1	-0.5	0	-11	-1	-18
19	O=C(CN(Cc1ccccc1)C(=O)c1csnn1)NCc1ccccc1	3	-12	1	-0.1	7	2	-1	-15
20	COc1ccc(/C=C/C(=O)Oc2ccc(/C=N/NC(=O)c3ccccc3)cc2)cc1OC	-13	-6	1	-0.1	-124	-8	0	20
21	COc1ccccc1CC(=O)Nc1ccc(S(=O)(=O)N(C)C2CCN(C)CC2)cc1	-1	-3	-3	0.3	20	-7	1	7
22	CC(C)NC(=O)N1CC(c2ccccc2)C(c2ccc(Cl)cc2)=N1 (stereo unspecified)	0	-1	-3	-0.2	-329	-5	-1	0
23	CC1CN(C(=O)CCC(=O)NCc2ccccn2)c2ccccc2O1 (stereo unspecified)	-11	-8	-2	0.4	13	-7	11	1
24	Cc1nc([N+](=O)[O-])cn1-c1ccc(N)cc1	-11	-14	-1	0.1	11	8	1	34
25	Cc1ccc(S(=O)(=O)N(C)C)cc1NC(=S)NCc1ccco1	0	-1	-1	-1.6	-8	-10	-1	18
26	Cn1cc(/C=C(\NC(=O)c2ccccc2Cl)C(=O)N2CCOCC2)c2ccccc21	4	-9	0	-0.4	6	-5	13	-8
27	O=c1[nH]cnc(O)c1Nc1cccc(Cl)c1	-1	-5	-10	-0.7	13	-11	.	.
28	O=C(c1cn(-c2ccccc2)nc1-c1cccnc1)N1CCCCC1	-7	-2	1	0.4	27	-51	4	-11
29	CC(=O)N1CCc2cc(S(=O)(=O)NC(C(=O)NCc3ccccc3)C(C)C)ccc21 (stereo unspecified)	-7	0	0	-1.6	27	-11	-9	-9
30	CN(C)CC(C)(C)CNS(=O)(=O)c1ccc(OC(F)(F)F)cc1	3	-3	0	1.0	6	-6	-12	-15
31	CN(C)C(=O)c1cc(S(=O)(=O)N(C)C)c(Cl)cc1N1CCCC1	-7	-2	1	-1.1	10	5	0	-3
32	CN(CC(=O)Nc1cccc(F)c1)C(=O)Cc1n[nH]c(=O)c2ccccc12	-6	3	-2	-2.5	0	4	0	-8
33	C=CCn1c(O)c(N=NC(=S)Nc2ccc(OC)c(Cl)c2)c2ccccc21	3	-28	-11	0.0	36	5	5	1
34	O=C(N[C@@H](Cc1ccccc1)C(=O)N1CCN(S(=O)(=O)c2ccc(F)cc2)CC1)c1ccco1	-5	-1	0	12	1	-8	4	-7
35	CN=C(Nc1cccc(Cl)c1)SC1CC(=O)N(c2ccc(OC)cc2)C1=O (stereo unspecified)	-13	-2	-9	-1.1	15	24	2	-5
36	CCSC1=C(C#N)C(c2ccc(OC)c(OC)c2)CC(=O)N1 (stereo unspecified)	4	-6	3	-0.5	15	7	17	-8
37	CC(Cc1cccnc1)NC(=O)c1cc(COc2c(F)cccc2F)on1 (stereo unspecified)	0	6	1	-0.4	16	14	-1	3
38	O=C(NC1CCN(Cc2ccccc2)CC1)c1cccc(NS(=O)(=O)c2ccc(Br)cc2)c1	-56	-1	-1	0.2	12	-4	.	.
39	Oc1ccc2c(ccc3[nH]cnc32)c1	-1	1	-5	0.9	12	4	-2	-33
40	COc1ccc(-c2cc(C(=O)N3CCN(c4ccccc4F)CC3)c3ccccc3n2)c(OC)c1	-2	-2	4	-2.0	-351	12	4	17
41	O=C(N1CCOCC1)C1(c2ccccc2)CCCCC1	-13	-4	-2	-0.9	34	-4	3	10
42	COc1ccc(C(=O)NC(=S)N2CCCC2)cc1	2	-5	0	0.0	8	10	12	-16
43	CC1CCCC(C)N1C(=O)COC(=O)CN1C(=O)c2ccccc2C1=O (stereo unspecified)	-10	-3	1	1.4	-6	-7	-1	-11
44	Cc1cc(C)n2cc(CSc3ncn[nH]3)nc2n1	-18	-4	-1	-3.6	-418	-8	9	-4
45	COc1ccc(-n2nc3c(c2NC(=O)c2c(-c4ccccc4Cl)noc2C)CS(=O)(=O)C3)cc1	-4	-5	3	-0.4	11	2	-2	-6
46	CC12CCC(C(=O)Nc3cc(Cl)ccc3Cl)(C/C1=N\O)C2(C)C (stereo unspecified)	4	8	2	2.3	12	9	-2	-2
47	CN/C(=C/[N+](=O)[O-])NCCSCc1csc(CN(C)C)n1	-1	-2	2	-1.8	5	-11	4	7
48	COc1ccc(C2=NNC(=O)C2(C)Br)cc1 (stereo unspecified)	-5	-5	0	-1.2	-8	23	.	.
49	CCc1cc2cc3c(cc2nc1SCC(=O)Nc1c[nH]c(=O)[nH]c1=O)OCO3	-17	-8	-1	1.1	-52	23	7	14
50	CCn1c2ccccc2c2cc(NC(=O)c3ccc([N+](=O)[O-])cc3)ccc21	-7	-5	3	2.9	31	-19	4	19
51	CCCCCC(C)n1[nH]c(=O)cc1N (stereo unspecified)	-13	-10	-2	-1.7	18	-14	9	6
52	CC(Cc1ccccc1)C(=O)Nc1ccccc1 (stereo unspecified)	7	-6	0	0.1	21	-3	-1	3
53	Cc1ccc(N2C(=O)CC(NNC(=O)c3cccc(S(=O)(=O)N4CCCC4)c3)C2=O)cc1 (stereo unspecified)	4	-3	6	-0.7	9	-20	4	-2
54	O=C1OC(c2ccc(Br)cc2)=N/C1=C\c1ccco1	1	6	-1	0.5	5	-17	-5	-22
55	CCN(CC)S(=O)(=O)c1cccc(NC(=O)c2ccc(S(=O)(=O)N3CCCC3)cc2)c1	0	1	-3	0.9	13	-8	.	.
56	COc1ccc(N2CCN(C(=O)Cc3ccc(Cl)cc3)CC2)cc1	13	3	1	0.8	14	18	-7	9
57	CS(=O)(=O)N(CC(=O)N1CCC(C(N)=O)CC1)c1ccc(Cl)c(C(F)(F)F)c1	-5	-3	0	-2.7	14	5	3	-2
58	COc1cccc(OC(=O)c2ccccc2)c1OC(=O)c1ccccc1	2	14	0	-2.7	12	-4	.	.
59	COc1cccc(-c2cccc(NC(=O)C3CCN(Cc4nccs4)CC3)c2)c1	5	1	2	-0.4	-3	-6	-5	1
60	N#CC(c1ccc(O)cc1)N1CCOCC1 (stereo unspecified)	-5	-8	0	-0.1	-2	-4	0	-15
61	COc1ccc(S(=O)(=O)N(C)C)cc1NC(=O)c1ccc2c(c1)NC(=O)C(C)S2 (stereo unspecified)	-14	-5	-1	-0.7	4	-2	-1	-6
62	O=C(NCC(=O)N1CCC2(CC1)NCCc1[nH]cnc12)c1cccc(Cl)c1	-4	-5	1	-2.1	21	0	0	16
63	COc1ccc(NC(=O)CSc2nnnn2-c2ccc(OC)cc2)cc1	3	-2	6	1.3	17	-15	-10	-15
64	CCNC(=O)c1ccccc1NC(=O)c1cccc(S(=O)(=O)N2CCOCC2)c1	-5	-11	-1	-4.0	9	4	-3	5
65	CNS(=O)(=O)c1cccc(C(=O)NCC2(N3CCOCC3)CCCCC2)c1	-2	1	-1	-0.7	7	-11	9	-7
66	COC(=O)Cc1nc2ccccc2[nH]1	-16	2	0	0.6	-64	-19	0	-22
67	CS(=O)(=O)N(CC(=O)N/N=C/c1cccc2c1OCCO2)c1ccccc1Br	-17	-6	1	-7.3	-89	-1	10	16
68	Cc1ccc(NC(=O)c2ccc3c(c2)NC(=O)CS3)nc1	-2	5	1	-1.0	-25	51	0	-9
69	O=C(CN1CCCC1c1ccc2c(c1)OCCO2)NC(=O)Nc1ccccc1 (stereo unspecified)	19	0	1	0.7	11	4	9	11
70	CS(=O)(=O)N1N=C(c2ccccc2)CC1c1ccc2c(c1)OCO2 (stereo unspecified)	0	-10	-5	3.2	8	-8	.	.
71	Cc1nc2c(C(=O)NCc3ccco3)cnn2c(C)c1Cc1ccc(F)cc1Cl	-10	6	-5	1.7	-338	-1	-9	-4
72	CN(C)/C(=N\OC(=O)c1ccccc1)c1nonc1N	5	-16	-5	1.0	22	14	2	-3
73	Cc1nc(-c2ccccc2)sc1-c1nc(-c2ccccc2)ncc1S(=O)(=O)c1ccccc1	-5	6	1	0.5	-338	3	4	4
74	Cn1c(=O)c2c(nc(SCCN3CCOCC3)n2Cc2ccc(Cl)cc2)n(C)c1=O	-10	-4	2	0.7	9	-3	.	.
75	CCCN(C(=O)c1ccco1)c1nnc(-c2cccc(C)c2)s1	3	-5	-2	4.6	2	17	-6	8
